Screening results (PubChem)
Eya2 phos inh: qHTS Assay for Inhibitors of the Phosphatase Activity of Eya2 | Protein phosphatase EYA2 (Homo sapiens), O00167 | recombinant Eya2, OMFP fluorescence dephosphorylation (OMFP is methylfluorescein phosphate) | Potency, µM (series often up to 76.9 µM), for inactives: top-dose activity, negative = inhibition, actives largely listed as inhibitors | actives 0.006% (n = 330,000); note: potency is the fitted concentration of half-maximal effect; % is set by controls: 0 for no effect and ±100 for the full control effect
Target sequence (O00167 whole entry, looked up): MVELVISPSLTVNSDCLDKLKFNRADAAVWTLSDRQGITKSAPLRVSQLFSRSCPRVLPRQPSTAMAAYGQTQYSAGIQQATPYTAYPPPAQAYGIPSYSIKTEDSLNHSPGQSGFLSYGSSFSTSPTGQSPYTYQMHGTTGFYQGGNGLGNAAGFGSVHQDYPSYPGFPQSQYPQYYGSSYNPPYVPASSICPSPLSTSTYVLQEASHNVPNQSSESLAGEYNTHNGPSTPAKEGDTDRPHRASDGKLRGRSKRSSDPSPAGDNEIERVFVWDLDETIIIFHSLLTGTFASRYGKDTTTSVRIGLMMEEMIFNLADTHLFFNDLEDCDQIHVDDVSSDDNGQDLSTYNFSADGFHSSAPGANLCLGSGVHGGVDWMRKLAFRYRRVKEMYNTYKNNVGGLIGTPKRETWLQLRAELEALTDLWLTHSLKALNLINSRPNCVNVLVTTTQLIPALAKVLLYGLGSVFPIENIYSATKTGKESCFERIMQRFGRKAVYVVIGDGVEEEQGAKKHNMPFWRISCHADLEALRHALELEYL
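Eya2 (0.2 uM) preincubated 10 min at ambient with compound, then OMFP substrate added at 50 uM; 10 min reaction in 50 mM HEPES pH 7.5, 50 mM NaCl, 5 uM MgCl2, 0.05% BSA, 1 mM DTT. Fluorescence read at Ex 485/Em 525 nm.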
Chronic BCR inh: qHTS Assay to Find Inhibitors of Chronic Active B-Cell Receptor Signaling | ABC-DLBCL IkBa-CBG/CBR reporter, luminescence ratio, 4 h | Potency, µM (doses to about 46.1 µM), without a hit: at the top dose ratio change, negative = lower green/red ratio, actives largely listed as inhibitors | actives 0.05% (n = 340,000) | AID 493014, 2011; active = well fitted inhibition curve with a large enough effect in the signal ratio, with a control signal flat, not every such curve was filed as active; inconclusive = small, poorly fitted or top-dose-only effect, or effect the other way, or a change in a side signal; the % refers to the signal ratio;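 note: potency is the fitted concentration of half-maximal effect; plate controls were basal doxycycline-induced cells for no effect and cells given 10 µM MG132 for full effect; MG132 reads +100%, hits lower the ratio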
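TMD8 human ABC-DLBCL cells with doxycycline-inducible IκBα–green luciferase fusion and unfused red luciferase, in 0.5% FBS medium; compounds up to 46 uM, 4 h at 37C. Green/red luminescence ratio, filter-overlap corrected, fitted to concentration-response curves.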
TSG101-PTAP inh: qHTS Assay for Iinhibitors of HIV-1 Budding by Blocking the Interaction of PTAP/TSG101; Fluorescence polarization, FITC-PTAP peptide / Tsg101 binding; 340,000 tested, under 10 active; Potency, µM (top dose mostly 115 µM), inactives show at the top dose activity change, negative = inhibition, most hits filed as inhibitors; Tumor susceptibility gene 101 protein (Homo sapiens), Q99816; active = well fitted inhibition curve with a large enough effect in the main read-out, with a control signal flat, not every such curve was filed as active; inconclusive = small, poorly fitted or top-dose-only effect, or effect the other way, or a change in a side signal; inactive = no such curve, though single readings can be large or run the other way; note: potency is the fitted concentration of half-maximal effect; % of control where 0% means no effect
Target sequence (Q99816 whole entry, looked up): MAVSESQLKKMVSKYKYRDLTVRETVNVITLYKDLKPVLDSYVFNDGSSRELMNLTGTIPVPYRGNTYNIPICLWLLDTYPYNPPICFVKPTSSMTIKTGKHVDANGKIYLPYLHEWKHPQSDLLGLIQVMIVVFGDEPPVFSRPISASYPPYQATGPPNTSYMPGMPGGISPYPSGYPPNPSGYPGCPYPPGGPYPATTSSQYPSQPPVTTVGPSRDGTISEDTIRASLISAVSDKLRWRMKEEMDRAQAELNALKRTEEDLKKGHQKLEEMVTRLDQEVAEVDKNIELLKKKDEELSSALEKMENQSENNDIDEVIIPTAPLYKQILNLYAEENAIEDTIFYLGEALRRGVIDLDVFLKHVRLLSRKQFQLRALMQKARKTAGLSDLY
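Fluorescence anisotropy tracks displacement of a FITC-tagged PTAP peptide (50 nM) from the Tsg101 binding domain (10 uM), following a 20 min room-temperature incubation at pH 7.5.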
AT treatment: qHTS Assay for Identifying a Potential Treatment of Ataxia-Telangiectasia; actives 0.19% (n = 320,000); AID 485349, 2010; Potency, µM (highest dose often 57.5 µM), for inactives: top-dose activation, actives largely listed as activators; […] A-T fibroblasts, KAP-1 phosphorylation AlphaLISA; neocarzinostatin DNA damage 30 min before lysis; note: potency is the fitted concentration of half-maximal effect; % of control where 0% means no effect; nearly all actives have a fitted effect of over 45% in size
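hTERT-immortalized A-T patient fibroblasts ([…]), 500 cells/well in OPTI-MEM, 1% FBS, got compounds for 60 min, then NCS for 30 min at 37C. Lysates were then assayed for phospho-KAP-1 by AlphaLISA (anti-pKAP1 donor, anti-KAP1 acceptor beads), 6 hr at 25C.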
S-ASM inh: Inhibitors of Secretory Acid Sphingomyelinase (S-ASM): qHTS; Sphingomyelin phosphodiesterase (Homo sapiens), P17405; placental ASM, HMU-PC fluorogenic substrate, 60 min; Potency, µM (titrated, usually from 57.5 µM), inactives show at the top dose activity change, negative = inhibition, usual class: inhibitors; actives 0.006% (n = 340,000); AID 504937, 2011; note: potency is the fitted concentration of half-maximal effect
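qHTS format. ASM enzyme prepared from human placenta hydrolyses the fluorogenic substrate HMU-PC0 (9 uM final) over 60 min at 37 °C after a 10 min compound preincubation.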
a7 integrin act: qHTS for Activators of Integrin-Mediated Alleviation for Muscular Dystrophy; alpha7betagal myoblasts, beta-gal FDG fluorescence, 48 h; Potency, µM (titrated, usually from 38.3 µM), inactives show top-dose activation, actives largely listed as activators; AID 624291, 2012; actives 0.064% (n = 350,000);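 note: potency is the fitted concentration of half-maximal effect; 100% = response of the positive control SU9516; nearly all actives have a fitted effect of over 60% in size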
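Alpha7betagal+/- myoblasts (passage 13) were plated 16-24 hr, then exposed to compounds (1:260 dilution of DMSO stock) for 48 hours at 37C. After MPER lysis, β-galactosidase reporter activity was read as FDG fluorescence (ex 480/em 540) after 30 minutes.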
TSHR antagonist: Antagonists of the Thyroid Stimulating Hormone Receptor: HTS campaign; Thyrotropin receptor (Homo sapiens), P16473; TSHR-expressing cells, TSH-stimulated cAMP HTRF, 2 h; stronger effect = lower value; activity change, negative = inhibition, % at 11.5 µM; actives 0.2% (n = 330,000);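 active = activity change below a set negative limit, meaning inhibition stronger than a set level, cut at about -70% in these data; inconclusive = activity change between two set negative limits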; note: % is set by controls: 0 for no effect and ±100 for the full control effect
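Read-out is FRET at 665 nm (cryptate excitation 337 nm) from a cryptate-tagged anti-cAMP antibody, competed by cell cAMP against cAMP-d2. Compounds are tested on freshly harvested TSHR cells challenged with 4nM TSH (EC80) for 2 hours at 37 deg C.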
Mito fusion yeast: qHTS Assay for Small Molecule Inhibitors of Mitochondrial Division or Activators of Mitochondrial Fusion; S. cerevisiae fusion-defective mutant growth rescue, CellTiterGlo 48 h; Potency, µM (titrated, usually from 46.1 µM), for inactives: top-dose growth rescue (activation), actives largely listed as activators; actives 0.23% (n = 320,000); AID 485298, 2010;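 note: potency is the fitted concentration of half-maximal effect; % of control where 0% means no effect; nearly all actives have a fitted effect of over 45% in size; temperature-sensitive fusion mutants such as fzo1-1 at 37 °C on non-fermentable ethanol glycerol medium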
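S. cerevisiae fusion-defective temperature-sensitive mutants (e.g. fzo1-1, mgm1-5) grown 48 h at 37C in YPEG (ethanol/glycerol non-fermentable) medium with 23 nl compound per well; growth rescue read as CellTiterGlo luminescence.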
TCR act: Activators of T cell receptors: qHTS campaign | AID 504894, 2011 | primary human leukocytes, anti-CD3, IL-2 HTRF, 48 h | Potency, µM (doses to about 9.22 µM), for inactives: at the highest dose activation of IL-2 secretion, hits mostly activators | 330,000 tested, under 10 active; note: % of control where 0% means no effect
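IL-2 release read by HTRF sandwich (Eu cryptate donor, d2 acceptor, 665 nm emission) after 48 hr exposure of primary human leukocytes to compound together with anti-CD3 beads in the absence of co-stimulatory signals.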
Tb PFK inh: qHTS Assay to Find Inhibitors of T. brucei phosphofructokinase | T. brucei PFK, ADP-Glo luminescence | Potency, µM (top dose mostly 57.5 µM), without a hit: at the top dose activity, negative = inhibition, most hits filed as inhibitors | actives 0.17% (n = 330,000) | AID 485367, 2010;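 note: potency is the fitted concentration of half-maximal effect; 0% = uninhibited 1x PFK enzyme wells and -100% = no-enzyme wells; nearly all actives have a fitted effect of over 60% in size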
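Activity is normalized to no-enzyme wells (full inhibition) and 1.25 nM enzyme wells (no inhibition). Reaction: 0.5 mM F6P, 0.1 mM ATP, 45 min RT, ADP-Glo luminescence; concentration-response curves fitted and classed by quality.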
ELG1 repair inh: qHTS screen for small molecules that inhibit ELG1-dependent DNA repair in human embryonic kidney (HEK293T) cells expressing luciferase-tagged ELG1; HEK293T ELG1-luciferase reporter, luminescence, 16 h; DNA damage induced by 5-fluorouridine; Potency, µM (doses to about 46.1 µM), without a hit: at the top dose activity change, negative = inhibition, most hits filed as inhibitors; actives 2.3% (n = 330,000); AID 504467, 2011; note: potency is the fitted concentration of half-maximal effect; % is set by controls: 0 for no effect and ±100 for the full control effect; nearly all actives have a fitted effect of over 55% in size
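Cells (2,000 per well) received 5-fluorouridine plus test compound or DMSO and were incubated 16 hr at 37 °C, 5% CO2. Luciferase activity was read by luminescence 30 min after ONE-Glo addition; signal suppression marked inhibition of damage-induced ELG1 function.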
Starred values were filed as active, the others as inactive; i = inactive; ? = inconclusive; / = not tested or not shown; [ ] = dose if it differs, or a comment. Unless noted, calls come from the whole dose curve; as a rule, active = well fitted curve in the direction sought with a large enough effect; inconclusive = small, poorly fitted or top-dose-only effect, or another doubt; inactive = no such curve, though single readings can be large; an effect the other way counts as inactive or inconclusive.

SMILES | Eya2 phos inh | Chronic BCR inh | TSG101-PTAP inh | AT treatment | S-ASM inh | a7 integrin act | TSHR antagonist | Mito fusion yeast | TCR act | Tb PFK inh | ELG1 repair inh
Cc1noc(C)c1S(=O)(=O)N1CCCC(C(=O)N2CCC(C)CC2)C1 (stereo not given) | -6.2% | 2.2% | -4.9% | -1.4% | 3.2% | -1.2% | 2.6 | 2.1% | 5.7% | 0.0% | -0.6%
CCOc1ccc(-c2nnn(CC(=O)NCCc3c[nH]c4ccccc34)n2)cc1 | 11.3% | -9.2% | -6.0% | -0.1% | -1.1% | -3.8% | 7.3 | -7.2% | 6.1% | -1.3% | -13.2%
COc1cccc2sc(=NC(=O)CS(=O)(=O)c3ccc(Cl)cc3)n(C)c12 | -10.6% | 4.2% | 1.9% | 12.8% | 17.7% | ? | 4.9 | ? | -0.3% | 0.0% | -0.1%
Cc1ccc(/C=N/NC(=O)Cc2cccn2C)cc1 | 1.3% | ? | -2.9% | 0.1% | -0.6% | 1.9% | -1.7 | 1.2% | -15.5% | 0.5% | ?
O=C(CSc1nncs1)NCCNC(=O)CSc1nncs1 | -25.1% | 5.7% | -2.8% | 5.2% | -2.6% | -14.3% | -0.3 | -7.4% | -34.3% | -7.3% | -6.1%
Cc1ccc(S(=O)(=O)Nc2c(C)n(C)n(-c3ccccc3)c2=O)cc1C(=O)OC(C)C(=O)N(C)c1ccccc1 (stereo not given) | -4.7% | 6.9% | -0.1% | -1.0% | 7.9% | -24.8% | 6.2 | 0.3% | 0.0% | 0.2% | ?
Cc1ccc(/C=C/C(=O)c2ccc(C)cc2)cc1 | 3.3% | -5.5% | 1.9% | / | -3.2% | -23.6% | -11.1 | 8.3% | 0.0%[46.1 µM] | 0.5% | ?
O=C(Oc1cc2oc(=O)c3c(c2cc1Cl)CCCC3)c1ccco1 | 4.4% | -1.8% | -6.7% | 9.1% | i | 4.7% | 18.8 | 11.9% | 3.8% | -6.7% | 2.6%
COC(=O)Cc1c(O)ccn(Cc2ccc(F)cc2)c1=O | 19.7% | 5.8% | -1.8% | 5.7% | 4.7% | 12.6% | 21.6 | 2.4% | 3.6% | 0.3% | 5.3%
COc1ccc(C(CCNCc2ccc(N(C)C)cc2)c2ccccc2)cc1 (stereo not given) | -7.6% | -7.7% | -7.5% | -6.7% | -3.4% | -74.6%[inhibitor] | -0.8 | -22.0% | 0.3% | 5.7% | -27.8%
CCC(Sc1nc(N)c(NC(=O)c2ccc(OC)cc2)c(=O)[nH]1)C(=O)O (stereo not given) | 11.9% | -1.5% | -0.9% | 0.2% | 2.8% | 0.1% | 6.5 | 3.1% | 6.1% | 1.0% | ?
CN1CCN(c2ccccc2NC(=O)Cc2ccc(Cl)cc2)CC1 | -2.2% | -1.8% | -7.2% | 2.2% | 5.9% | 23.3% | 3.2 | 0.2% | 6.0% | -7.8% | -27.5%
Cc1cc(C)nc(SCc2nnc(SCc3ccc([N+](=O)[O-])cc3)n2Cc2ccco2)n1 | -16.8% | -9.9% | -3.1% | 4.4% | -1.9% | -16.5% | -5.7 | 27.8% | 2.6%[46.1 µM] | ? | ?
CCCNC(=O)N1CCC(Cc2ccccc2)CC1 | -1.6% | ? | 0.9% | -2.4% | 0.6% | -9.9% | 7.5 | 0.6% | 1.6% | -2.2% | 16.6%
COc1cc(NC(=O)CN2C(=O)NC(c3ccccc3)(c3ccccc3)C2=O)c(C)cc1[N+](=O)[O-] | 0.4% | -13.2% | -4.7% | 1.3% | -13.7% | -26.7% | 4.0 | -2.4% | 1.3%[46.1 µM] | 0.0% | ?
N#Cc1ccccc1NC(=O)CSc1nnc(-c2ccc(F)cc2)n1-c1ccccc1 | 1.4% | 4.1% | -2.4% | 5.4% | 0.3% | -23.7% | 1.6 | 1.1% | -5.2% | -0.7% | -0.1%
O=C(CNc1cccc(S(=O)(=O)N2CCOCC2)c1)Nc1ccc(C(F)(F)F)cc1 | -11.9% | 2.6% | -3.8% | -3.6% | -6.1% | -16.1% | -27.7 | -14.2% | -3.6% | -4.9% | ?
COc1ccc(S(=O)(=O)N(C)C[C@H]2Oc3c(NS(=O)(=O)c4cn(C)cn4)cccc3C(=O)N([C@H](C)CO)C[C@@H]2C)cc1 | -1.0% | -3.2% | -4.4% | 5.6% | 2.5% | -4.9% | 2.0 | / | -0.8% | 5.4% | 16.9%
COc1ccc(C2C3=C(CC(C)(C)CC3=O)Oc3ncn(CC(C)C)c(=N)c32)cc1 (stereo not given) | -11.6% | -1.6% | -2.4% | -3.3% | -3.4% | 19.4% | -22.9 | -12.7% | -3.2% | 2.2% | 18.9%
CCCS(=O)(=O)N1CCC(C(=O)c2cccc(C(F)(F)F)c2)CC1 | -2.1% | 1.0% | -4.2% | 3.0% | -1.3% | -44.3% | -3.5 | 4.4% | 0.8% | 8.1% | ?
O=C(NCCCN1CCOCC1)c1cc(-c2cccc(O)c2)on1 | -14.8% | -4.4% | -9.8% | 3.6% | 0.7% | 0.3% | -19.4 | 5.4% | -2.6% | -0.8% | 8.8%
Cc1ccc(N2C(=O)c3ccccc3C2O)nc1 (stereo not given) | 1.8% | ? | / | 3.2% | / | / | -0.6 | -16.6% | -2.9%[46.1 µM] | ? | ?
O=C1CCCN2N=C(SCC(=O)Nc3nc4ccccc4s3)SC2=N1 | 1.6% | -0.5% | -0.9% | -0.5% | -2.6% | 42.3% | 6.0 | -3.7% | 2.1% | 1.9% | 1.4%
O=C(Cn1c(C(F)(F)F)nc2ccccc21)N1CCCC1 | 9.8% | -18.2% | -4.1% | 5.4% | 3.6% | -10.7% | -7.9 | 1.5% | -9.5% | 2.0% | 0.8%
CCOC(=O)C(=NC1CCCCC1)NNc1cccc(C(F)(F)F)c1 | -9.6% | ? | -3.4% | ? | 5.1% | -33.0% | 1.2 | 0.1% | 6.5%[46.1 µM] | -0.2% | -14.8%
O=C(NC1CCCCC1)C(c1ccccc1)N1CCC2(CC1)OCCO2 (stereo not given) | -33.2% | 14.2% | -3.7% | -4.0% | 5.8% | 17.6% | 0.5 | -5.8% | -1.0% | -3.1% | 10.1%
CC(Oc1cc(-c2ccccc2)cc2ccccc12)C(=O)N1CCOCC1 (stereo not given) | -4.4% | 14.6% | -1.8% | 26.1% | 3.8% | -14.9% | 33.5 | 1.7% | -27.5% | -1.3% | ?
Cc1ccc(OCCOc2ccc(S(=O)(=O)N3CCCC3)cc2C(N)=O)cc1 | -1.5% | 4.1% | -2.0% | -1.7% | -2.5% | 16.1% | -10.1 | -1.6% | -3.8% | -3.9% | 16.6%
CCOc1cc(N2CCOCC2)c(OCC)cc1NC(=O)COc1ccccc1[N+](=O)[O-] | 5.6% | ? | -6.1% | 0.8% | -0.9% | 13.5% | -0.9 | -2.4% | -1.3% | -0.9% | ?
O=S(=O)(NCCN1CCOCC1)c1ccc2ccccc2c1 | -21.0% | 2.1% | -3.9% | 4.5% | -0.4% | 7.8% | / | / | -4.1% | -1.1% | 0.0%
